Source: PubChem BioAssay (several laboratories)
MrgX1 PAM: positive allosteric modulators of MrgX1, primary screen, HEK293 cells, Fluo-4 calcium flux; FDSS; hits give high values; B-score at 10 µM; 0.63% of 310,000 active;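 active = plate-corrected calcium response at least 3 library SD above typical, normal starting fluorescence, not activating the receptor alone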;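 also: compound read alongside a low EC10 to EC30 dose of BAM8-22 agonist; peak minus trough fluorescence over baseline measured at the second addition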
TRPC4 block: inhibitors of mouse TRPC4 channel, primary screen, Fluo4 calcium, HEK293 TRPC4beta/mu-opioid cells; Short transient receptor potential channel 4 (Mus musculus), Q9QUQ5; DAMGO-evoked Fluo4 calcium flux; hits give low values; B-score at 10 µM; 0.39% of 300,000 active; AID 2247, 2010;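 active = B-score over 3 SD under the library average, no early fluorescence shift, positive overall ratio signal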
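test system = HEK293 cells with stable TRPC4beta plus mu-opioid receptor expression | detection = Fluo4 Ca2+ flux fluorescence | read-out = integrated fluorescence ratio relative to baseline, converted to per-well B score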
SKKanGAS inh: S. pyogenes SKKanGAS growth inhibitors in kanamycin, primary screen, streptokinase expression inhibitor project, SKKanGAS strain, BacTiter-Glo luminescence. 1.3% of 300,000 active. AID 1662, 2009. inhibition, % at 7.5 µM. 6 h;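 active = mean replicate score, as percent of positive control median, at least 50; inconclusive = mean below 50 but one replicate at or above 50; inactive = mean and every replicate below 50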;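 also: strain carries kanamycin resistance gene driven by streptokinase promoter and grows in 40 µg/ml kanamycin; loss of luminescence reflects streptokinase promoter inhibition or plain growth inhibition; 0% = median of DMSO wells and 100% = positive control at its reference dose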
TRPC4 PAM: positive allosteric modulators of TRPC4, primary screen, cell-based, mouse TRPC4beta, HEK293 mu-opioid, Fluo-4 calcium; DAMGO EC20, Fluo-4 Ca2+ flux; hits give high values; AID 2227, 2009; B-score at 10 µM; 0.42% of 310,000 active;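 active = B-score of calcium response area above 5 SD of library B-scores, with initial fluorescence ratio within 5 SD of library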;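 also: B-score of integrated fluorescence ratio over time as area under calcium response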
MrgX1 antag: antagonists of human MrgX1 receptor, primary screen, HEK293 cells, Fluo-4 calcium flux. Mas-related G-protein coupled receptor member X1 (Homo sapiens), Q96LB2. B-score at 10 µM. AID 588676, 2011. BAM8-22 antagonism; hits give low values. 1.3% of 310,000 active;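 active = calcium-response B-score plate-corrected more than 3 library SD below zero, starting fluorescence within 5 deviations, no agonist response on first addition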;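 also: peak minus trough fluorescence over baseline after final BAM8-22 challenge near maximal dose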
TRPC6 activator: mouse TRPC6 channel activators, primary screen, cell-based, HEK293, membrane potential dye | HEK293-TRPC6 membrane potential dye fluorescence; hits give high values | B-score at 10 µM | Short transient receptor potential channel 6 (Mus musculus), Q61143 | 0.13% of 310,000 active;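 active = B-score of the integrated fluorescence ratio above library mean plus 3 SD, and starting fluorescence ratio within library mean plus 5 SD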;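 also: higher score means more depolarization so channel activation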
Target sequence (Q61143 whole entry, looked up): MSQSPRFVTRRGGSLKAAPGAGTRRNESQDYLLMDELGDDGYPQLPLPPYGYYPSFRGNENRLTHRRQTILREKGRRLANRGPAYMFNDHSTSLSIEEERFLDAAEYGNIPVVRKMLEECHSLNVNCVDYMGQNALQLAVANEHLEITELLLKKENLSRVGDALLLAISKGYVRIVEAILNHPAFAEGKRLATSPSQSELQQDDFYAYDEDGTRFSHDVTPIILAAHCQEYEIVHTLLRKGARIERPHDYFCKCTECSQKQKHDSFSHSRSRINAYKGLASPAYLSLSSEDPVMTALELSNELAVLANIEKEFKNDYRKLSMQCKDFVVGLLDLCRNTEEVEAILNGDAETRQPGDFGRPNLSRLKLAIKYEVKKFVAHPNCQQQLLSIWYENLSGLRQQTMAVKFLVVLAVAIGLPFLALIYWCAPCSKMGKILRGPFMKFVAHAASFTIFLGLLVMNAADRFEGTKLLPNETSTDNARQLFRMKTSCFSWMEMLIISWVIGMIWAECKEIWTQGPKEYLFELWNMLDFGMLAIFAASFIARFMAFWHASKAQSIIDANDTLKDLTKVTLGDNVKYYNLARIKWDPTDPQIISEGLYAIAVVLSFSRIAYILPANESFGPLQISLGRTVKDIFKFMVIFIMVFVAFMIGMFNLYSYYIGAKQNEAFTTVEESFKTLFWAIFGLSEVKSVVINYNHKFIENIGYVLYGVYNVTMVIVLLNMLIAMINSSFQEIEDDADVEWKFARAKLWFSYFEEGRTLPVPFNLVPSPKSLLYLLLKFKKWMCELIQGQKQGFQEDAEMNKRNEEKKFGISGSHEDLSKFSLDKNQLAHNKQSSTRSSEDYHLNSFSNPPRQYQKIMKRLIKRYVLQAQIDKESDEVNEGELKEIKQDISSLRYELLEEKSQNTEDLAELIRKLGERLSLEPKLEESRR
MrgX1 ag: agonists of human MrgX1 receptor, primary screen, HEK293 cells, Fluo-4 calcium flux; Fluo-4 calcium fluorescence, agonist mode; hits give high values; B-score at 10 µM; Mas-related G-protein coupled receptor member X1 (Homo sapiens), Q96LB2; 0.44% of 310,000 active;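 active = calcium response B-score plate-corrected fluorescence ratio at least 3 library SD, with starting fluorescence B-score inside 5 SD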
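System: HEK293 cells stably expressing human MrgX1 receptor; Dosing: test compound in the initial addition of three; Schedule: overnight plating, then 30 min 37 °C plus 30 min room-temperature dye loading; Detection: kinetic calcium dye fluorescence, Fluo-4 NW; Controls: per-plate positive and negative controls for Z′ factor.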
TRPC6 inhibitor: mouse TRPC6 channel inhibitors, primary screen, cell-based, HEK293, membrane potential dye; AID 2553, 2010; Short transient receptor potential channel 6 (Mus musculus), Q61143; B-score at 10 µM; 1.1% of 310,000 active; ACh-evoked depolarization; hits give low values;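 active = B-score under library mean minus 3 SD, initial fluorescence not abnormally high, positive integrated signal ratio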;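 also: B-score derived from integrated fluorescence ratio over the kinetic read; more negative B-score means stronger inhibition of depolarization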
TRPC4 agonist: activators of mouse TRPC4 channel, primary screen, Fluo4 calcium, HEK293 TRPC4beta/mu-opioid cells; Short transient receptor potential channel 4 (Mus musculus), Q9QUQ5; Fluo4 calcium fluorescence; hits give high values; B-score at 10 µM; 0.49% of 310,000 active; AID 2237, 2010;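 active = B-score above 5 SD of library B-scores, and initial fluorescence ratio not above library mean plus 5 SD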;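 also: positive B-score marks a calcium rise read as TRPC4 activation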
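System: HEK293 cells stably co-expressing mouse TRPC4beta and mu-opioid receptor; Schedule: Fluo4 dye loading 45 min at room temperature, 110 s recording; Detection: Fluo4 fluorescence, kinetic; Evaluation: B-scored integrated calcium fluorescence ratio; Controls: buffer (low) and maximal DAMGO (high).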
ANO1 block: TMEM16A chloride channel inhibitors, primary screen, cell-based, HTS; Anoctamin-1 (Mus musculus), Q8BHY3; normalized B-score (activity score, 25-100; higher = stronger inhibition) at 10 µM; 1.2% of 310,000 active; HEK293 TMEM16A/YFP iodide influx fluorescence, ionomycin;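 active = ratio plate-corrected score three or more library SD toward inhibition, starting fluorescence score within five deviations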;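 also: score derived from kinetic fluorescence span divided by baseline fluorescence per well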
TMEM16A act: TMEM16A chloride channel activators or potentiators, primary screen, cell-based, HTS; HEK293 TMEM16A/YFP-H148Q/I152L, iodide quench fluorescence; hits give low values; B-score at 10 µM; 0.3% of 340,000 active; AID 623877, 2012;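 active = fluorescence-ratio B-score plate-corrected deviation score at least 3 library SD below zero, with starting fluorescence score within 5 deviations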;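 also: channel opened by trigger with iodide after compound preincubation; score built on the fluorescence ratio of max minus min over baseline; more negative score means more quench and so TMEM16A activation or potentiation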
* marks the source's active call; other numbers are inactive results; i = inactive; ? = inconclusive; . = not tested or not shown. Rows were taken by chance; about 6.7% have a hit in one of these screens.

SMILES	MrgX1 PAM	TRPC4 block	SKKanGAS inh	TRPC4 PAM	MrgX1 antag	TRPC6 activator	MrgX1 ag	TRPC6 inhibitor	TRPC4 agonist	ANO1 block	TMEM16A act
CC1CCN(Cc2ccc(NC(=O)C3CCN(c4nnc(-n5cccc5)s4)CC3)cc2)CC1	i	i	0.8	i	i	i	i	-7.85*	i	i	i
COc1ccc(Cl)cc1N(CC(=O)N1CCC(C)CC1)S(C)(=O)=O	i	i	-3.5	i	i	i	i	i	i	i	i
CCOC(=O)c1sc2ncn(/N=C/c3cccnc3)c(=O)c2c1C	i	i	3.7	i	i	i	i	i	i	i	i
N=C1C(=O)OCC1c1ccccc1NC(=O)CN1CCCCC1 (centres undefined)	i	i	-16.5	i	i	i	i	i	i	i	i
O=C(C1CC1)N1CCN(S(=O)(=O)c2ccc3c(c2)OCCO3)CC1	i	i	-1.7	i	i	i	i	i	i	i	i
Nc1nc(SCC(=O)Nc2ccc(F)cc2)[nH]c(=O)c1NC(=O)c1ccc(F)c(F)c1	i	i	1.6	i	i	i	i	i	i	i	i
CC1CC2=C(NC(=S)NC2c2ccccc2F)/C(=C/c2ccccc2F)C1 (centres undefined)	i	i	11.0	i	i	i	i	i	i	i	i
COc1ccc(NC(=O)N/C=C/c2ccccc2)cc1	i	i	0.1	i	i	i	i	i	i	i	i
Cc1nn(CC(=O)Nc2ccc3c(c2)nc(CN2CCCC2)n3C)c(=O)c2ccccc12	i	i	-0.8	i	i	i	i	i	i	i	i
Cc1noc(C)c1CSCC(=O)Nc1ccccc1N1CCCCC1	i	i	-0.1	i	i	i	i	i	i	i	i
CCCCN(CC)CCCNC(=O)c1ccc2c(c1)N(CC)C(=O)c1ccccc1S2(=O)=O	i	i	1.9	14*	i	i	i	i	i	i	i
O=[N+]([O-])c1ccc(Oc2ccc(F)cc2Br)c2ccncc12	i	i	-2.7	i	i	i	i	i	i	i	i
COC(=O)c1c(-c2ccc(OC)cc2)oc2ccccc12	i	i	10.8	i	i	i	i	i	i	i	i
CCCCCc1c(O)nc(SCCN(C)C)[nH]c1=O	i	i	-5.2	i	i	i	i	i	93*	i	i
Clc1cc(-c2ccc(/C=N/n3cnnc3)o2)ccc1Br	i	i	-8.4	i	i	i	i	i	i	i	i
CC1C[C@@]2(NC(=O)NC2=O)C(C)CN1C (some centres undefined)	i	i	2.3	i	-5.5*	i	i	i	i	i	i
Cc1nn(C)c(C(=O)NC2C3CC4CC(C3)CC2C4)c1Cl (centres undefined)	12.9*	i	3.1	i	i	i	i	i	i	i	i
CCn1nc(NS(=O)(=O)c2ccccc2)c2cc3cc(C)ccc3nc21	i	i	8.2	i	i	i	i	i	i	i	i
COc1ccc(NC(=S)NCC(c2ccco2)N2CCCC2)cc1 (centres undefined)	i	i	3.8	i	i	i	i	i	i	i	i
CN(C)c1ccc(CN(C(=O)/C=C/c2ccccc2Cl)C2CCS(=O)(=O)C2)cc1 (centres undefined)	i	i	6.3	i	i	i	i	i	i	i	i
Cc1ccc(CCNC(=O)CC2Oc3ccc(C)cc3NC2=O)cc1 (centres undefined)	i	i	-1.0	i	i	i	i	i	i	i	i
COc1c2occc2c(OC(C)=O)c2c(=O)cc(C)oc12	i	i	-3.7	i	i	i	i	i	i	i	i
COc1ccccc1OCc1ccc(C(=O)N(C)c2ccccc2)o1	i	i	-4.7	i	i	i	i	i	i	i	i
COc1cc(OC)cc(C(=O)Nc2ccccc2N2CCOCC2)c1	i	i	-4.8	i	i	i	i	i	i	i	i
CCn1c(SCC(=O)NC2CCCCC2)nnc1C(CO)NC(=O)c1ccccc1 (centres undefined)	i	i	7.8	i	i	i	i	i	i	i	i
Cn1cc(SCC(=O)Nc2nccs2)c2ccccc21	i	i	-1.0	i	i	i	i	i	i	i	i
CS(=O)(=O)N(CC(=O)NC1CCCC1)C1CCCCC1	i	i	-3.2	i	i	i	i	i	i	i	i
O=C(CN(C(=O)C1CSC(=O)C1)c1cccc(F)c1)NC1CCCC1 (centres undefined)	i	i	-9.9	i	i	i	i	i	i	i	i
C#CC(=O)N(c1cccc(OC)c1)C(C(=O)NC1CCCC1)c1cccs1 (centres undefined)	i	i	1.5	i	i	i	i	i	i	i	i
N=C1C(c2ccccc2)=C(O)CN1CCCO	i	i	-7.7	i	i	i	i	i	i	i	i
Cc1ccc(C(=O)Nc2ccccc2-c2ccccc2)o1	i	i	9.3	i	i	i	i	i	i	i	i
O=C(OCc1nnc(-c2ccccc2)o1)c1cc(F)c(F)cc1Cl	i	i	-0.4	i	i	i	i	i	i	i	i
CC1CC(C)CN(c2nc(NCc3ccco3)nc(N)c2[N+](=O)[O-])C1 (centres undefined)	i	i	2.1	i	i	i	i	i	i	i	i
Cc1ccc(NC(=O)CN2C(=O)c3ccccc3C2=O)c(C)c1	i	i	-3.6	i	i	i	i	i	i	i	i
CCOC(=O)Cc1cnc(NC(=O)CSc2nc3ncnc(N)c3[nH]2)s1	i	i	1.5	i	i	i	i	i	i	i	i
CCC(=O)C1CCCN(C(=O)CCc2nnc(-c3ccc4c(c3)OCO4)o2)C1 (centres undefined)	i	i	-1.2	i	i	i	i	i	i	i	i
CC1CCCN(S(=O)(=O)c2ccc(C(=O)Nc3nnc(-c4ccco4)o3)cc2)C1 (centres undefined)	i	i	?	i	i	i	i	i	i	i	i
COc1ccc(/C=C2\CCCC3C2=NN(C(=O)COC(=O)CNC(=O)c2ccccc2)C3c2ccc(OC)cc2)cc1 (centres undefined)	i	i	19.5	i	i	i	i	i	i	i	i
Cc1cccc2sc(NC(=O)CSc3nnnn3C)nc12	i	i	-4.4	i	i	i	i	i	i	i	i
Nc1nccnc1C(=O)OCc1nc2sc3c(c2c(=O)[nH]1)CCCC3	i	i	6.3	i	i	i	i	i	i	i	i
O=S(=O)(c1ccc(Cl)s1)N1CCC(Cc2ccccc2)CC1	i	i	4.5	i	i	i	i	i	i	i	i
Cc1ccc(C)c(C2C(C#N)=C(N)Oc3cc(C)oc(=O)c32)c1 (centres undefined)	i	i	0.9	i	i	i	i	i	i	i	i
O=C1CC(C(=O)Nc2cccc(Cl)c2)n2ncnc2N1 (centres undefined)	i	i	-2.4	i	i	i	i	i	i	i	i
O=C(NC1=NCCCCC1)c1cccc2ccccc12	i	i	2.4	i	i	i	i	i	i	i	i
O=C(NCCCN1CCCC1=O)Nc1ccccc1Cl	i	i	1.3	i	i	i	i	i	i	i	i
COc1ccc(NC(=O)C2CCCN(S(C)(=O)=O)C2)c(OC)c1 (centres undefined)	i	i	1.8	i	i	i	i	i	i	i	i
NC1=NC(=O)/C(=C\c2ccc(-c3ccc(Cl)cc3)o2)S1	i	i	-8.1	i	i	i	i	i	i	i	i
Cc1cc(Nc2ccc(Br)cc2F)n2ncnc2n1	i	i	-1.7	i	i	i	i	i	i	i	i
CCCCn1c(N)c(N(CCC(C)C)C(=O)c2c(C)noc2C)c(=O)[nH]c1=O	i	i	0.5	i	i	i	i	i	i	i	i
COc1ccc(N2CCN(C(=O)CCCCn3c(=O)[nH]c4ccsc4c3=O)CC2)cc1	i	i	2.4	i	i	i	i	i	i	i	i
CCOC(=O)CCC(NC(=O)c1ccccc1C(=O)NC(CCC(=O)OCC)C(=O)OCC)C(=O)OCC (centres undefined)	i	i	0.1	i	i	i	i	i	i	i	i
CCCCCC(O)(CCN1CCCCC1)c1ccc(OCC)cc1 (centres undefined)	i	i	-14.2	i	i	i	i	i	i	i	i
Cc1cc(-c2ccccc2)nc(N(C)NC(=O)C(C)(C)C)c1S(C)(=O)=O	i	i	-6.8	i	i	i	i	i	i	i	i
COc1ccccc1/C=c1\sc2nc(-c3ccco3)nn2c1=O	i	i	15.8	i	i	i	i	i	i	i	i
Nc1ccc(-c2ccc(N)c([N+](=O)[O-])c2)cc1[N+](=O)[O-]	i	i	0.3	i	i	i	i	i	i	i	i
O=C(/C(=C/c1ccccc1)n1cncn1)c1ccc(Cl)cc1Cl	i	i	-5.6	i	i	i	26.5*	i	i	i	i
C=CC(=O)NC(NC(=O)C=C)c1ccccc1F	i	i	-5.3	i	i	i	i	i	i	i	i
Cc1ccccc1OCC(=O)Nc1ccc2c(c1)C(=O)N(CCC(=O)O)C2=O	i	i	2.8	i	i	i	i	i	i	i	i
CCCNC(=O)CSc1nnc(-c2ccco2)n1C	i	.	.	.	i	.	i	.	.	i	i
O=C(O)CC/C(=N\Nc1ccccc1[N+](=O)[O-])c1cccs1	i	i	22.1	i	i	i	i	i	i	i	i
COC(=O)c1sc2nc3c(c(-c4cccs4)c2c1N)CCCC3	i	i	3.0	i	i	i	i	i	i	i	i
O=C(c1cn(-c2ccccc2)nc1-c1cccc([N+](=O)[O-])c1)N1CCCCC1	i	i	-14.1	i	i	i	i	i	i	i	i
N#Cc1ccsc1NC(=O)CN1CCCCC1	i	i	-1.4	i	i	i	i	i	i	i	i

An excerpt of the results above, for reference:
SMILES	MrgX1 PAM	TRPC4 block	SKKanGAS inh	TRPC4 PAM	MrgX1 antag	TRPC6 activator	MrgX1 ag	TRPC6 inhibitor	TRPC4 agonist	ANO1 block	TMEM16A act
O=C(c1cn(-c2ccccc2)nc1-c1cccc([N+](=O)[O-])c1)N1CCCCC1	i	i	-14.1	i	i	i	i	i	i	i	i
N#Cc1ccsc1NC(=O)CN1CCCCC1	i	i	-1.4	i	i	i	i	i	i	i	i
